CHT inh: inhibitors of human choline transporter CHT | Q9GZV3 | CHT-expressing cells, membrane potential dye, choline response; stronger effect = lower value | B-score at 10 µM | 0.86% of 310,000 active;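 active = B-score over 3 SD under the library average, and starting fluorescence ratio not unusually high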;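 also: choline stimulus applied at its EC90 after an EC20 pre-addition; B-score computed on integrated fluorescence ratio after choline addition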
Target sequence (Q9GZV3 whole entry, looked up): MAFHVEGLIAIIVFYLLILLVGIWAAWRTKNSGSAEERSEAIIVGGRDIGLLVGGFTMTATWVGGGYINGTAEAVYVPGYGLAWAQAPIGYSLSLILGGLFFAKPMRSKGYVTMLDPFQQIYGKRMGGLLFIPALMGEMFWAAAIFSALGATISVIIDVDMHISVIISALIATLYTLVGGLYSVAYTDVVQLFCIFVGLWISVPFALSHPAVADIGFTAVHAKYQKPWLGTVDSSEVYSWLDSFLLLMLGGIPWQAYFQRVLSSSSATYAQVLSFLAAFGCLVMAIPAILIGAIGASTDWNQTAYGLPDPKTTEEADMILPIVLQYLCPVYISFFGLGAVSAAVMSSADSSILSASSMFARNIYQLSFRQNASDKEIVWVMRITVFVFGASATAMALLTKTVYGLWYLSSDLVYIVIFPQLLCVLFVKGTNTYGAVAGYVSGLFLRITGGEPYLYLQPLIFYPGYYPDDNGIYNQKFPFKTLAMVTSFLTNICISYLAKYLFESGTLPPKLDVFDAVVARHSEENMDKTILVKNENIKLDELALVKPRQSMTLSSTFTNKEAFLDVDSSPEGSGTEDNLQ
Kir21 inh: inhibitors of mouse Kir2.1 inward-rectifier potassium channel. HEK293-Kir2.1, FluxOR thallium flux fluorescence; stronger effect = lower value. B-score at 10 µM. 0.85% of 310,000 active;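 active = fluorescence ratio B-score at or below minus 3 SD of library scores, with starting-brightness B-score within 2 SD, cut at about -4.2 in these data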;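 also: channel flux triggered by added potassium and thallium sulfate stimulus; B-score of peak minus minimum fluorescence over baseline after thallium stimulus; more negative B-score means stronger Kir2.1 block with less thallium influx; some compounds called inactive have numbers as strong as hits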
Target sequence (P35561 whole entry, looked up): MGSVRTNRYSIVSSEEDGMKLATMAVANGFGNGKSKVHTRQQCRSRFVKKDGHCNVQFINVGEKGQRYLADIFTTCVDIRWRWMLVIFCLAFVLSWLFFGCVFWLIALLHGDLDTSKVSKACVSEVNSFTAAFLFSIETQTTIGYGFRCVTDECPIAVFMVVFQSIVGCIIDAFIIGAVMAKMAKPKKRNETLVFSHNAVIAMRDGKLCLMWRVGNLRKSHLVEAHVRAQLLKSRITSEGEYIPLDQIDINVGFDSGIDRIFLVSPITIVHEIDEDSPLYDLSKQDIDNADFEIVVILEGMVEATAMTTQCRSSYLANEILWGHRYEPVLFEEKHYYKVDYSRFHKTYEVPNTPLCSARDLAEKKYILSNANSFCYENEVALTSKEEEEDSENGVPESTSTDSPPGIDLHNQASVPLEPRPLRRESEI
KCNQ2 block: KCNQ2 channel blockers in CHO-K1 cells – cell-based, FluxOR thallium flux, B-score, primary screen (AID 2156) | O88943 | B-score at 10 µM | 20 min; stronger effect = lower value | 1.1% of 310,000 active;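 active = fluorescence ratio B-score at most minus 3 library SDs, with starting brightness B-score within 2 library SDs, cut at about -5.5 in these data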
An asterisk follows results filed as active; i = inactive; . = not tested or not shown.

CHT inh	Kir21 inh	KCNQ2 block	molecule
i	0.42	i	O=C(C[n+]1ccc(C(=O)N/N=C/c2ccc(OCc3ccccc3)cc2)cc1)c1ccccc1
i	-0.22	i	COC(=O)C1C(=O)C(C(=O)c2ccc([N+](=O)[O-])cc2)C(=O)CC1(C)C (configuration not stated)
i	0.42	i	Cc1cc(Nc2cccc(Cl)c2)n2ncnc2n1
i	-0.36	i	O=C1CC(=Nc2ccccc2)NN1c1ccccc1
i	0.99	i	CCOC(=O)c1c(C)[nH]c(C(=O)OCc2ccccc2F)c1C
i	-0.69	i	COc1ccc(CCNC(=O)C(C)OC(=O)c2cccs2)cc1OC (configuration not stated)
i	-0.47	i	COc1cccc(S(=O)(=O)Nc2cccc(C(=O)N3CCCCCC3)c2)c1
i	-0.09	i	CCCN(C(=O)Cc1ccc(S(=O)(=O)N2CCOCC2)s1)c1c(N)n(Cc2ccccc2)c(=O)[nH]c1=O
i	-0.79	i	CC(C)(C)c1ccc(S(=O)(=O)O/N=C2/CCCCC2c2ccc([N+](=O)[O-])cc2[N+](=O)[O-])cc1 (configuration not stated)
i	-0.13	i	O=C(CSc1nnc(Cc2ccc3c(c2)OCO3)n1C1CCCCC1)NC1CCCC1
i	1.6	i	Cc1nc(Nc2nc(-c3ccccc3)cc(=O)[nH]2)nc2ccccc12
i	-0.75	i	NNC(=O)CN1C(c2cccc(Cl)c2)=Nc2ccc(Br)cc2C1c1ccccc1 (configuration not stated)
i	0.53	i	Cc1c(C(=O)N2CCCCC2)c(S(=O)(=O)N(C)Cc2ccco2)c(C)n1C
i	-0.03	i	CCN(CC)c1ccc(S(=O)(=O)N2CCOCC2)cc1NC(=O)CN1C(=O)NC2(CCCC2)C1=O
i	1.4	i	O=C(NCCO)C(=O)NCC(c1ccc2c(c1)OCO2)N1CCN(c2ccc(F)cc2)CC1 (configuration not stated)
i	0.04	i	COc1ccc(CN2[C@@H](CC(=O)O)c3ccccc3S2(=O)=O)cc1
i	-0.14	i	Cc1ccsc1/C=N/NC(=O)c1nnn(-c2nonc2N)c1C
i	0.05	i	COc1cccc2cc(C(=O)NCc3ccc(Cl)cc3)c(=N)oc12
i	-0.22	i	O=C(Nc1ccccc1N1CCCCC1)c1cccc(OC(F)F)c1
i	-0.86	i	O=C(NC1CCCCC1)C(c1ccccc1)N1CCC2(CC1)OCCO2 (configuration not stated)
i	-0.3	i	O=C(Nc1nccs1)c1ccc(Cl)c(S(=O)(=O)N2CCCCC2)c1
i	-0.19	i	COc1ccc(-c2nc3cc(NC(=O)c4ccc5c(c4)OCO5)ccc3o2)cc1
i	0.63	i	CC(=O)c1c(C)nc(-c2ccc(Cl)cc2)nc1NC(=O)C(C)C
i	-0.53	i	COc1ccc(/C=C/C(=O)Nc2cccc(S(=O)(=O)N3CCCC3)c2)cc1OC
i	-0.49	i	CC1=NNC(=O)C1CCC(=O)N/N=C/C(Br)=C/c1ccccc1 (configuration not stated)

Following part.
CHT inh	Kir21 inh	KCNQ2 block	molecule
i	0.44	i	CCc1ccc2[nH]c(C)c(CN3CCCCCC3)c(=O)c2c1
i	-0.62	i	O=C(c1cccnc1)N1CCCC(Nc2ccc(F)cc2)C1 (configuration not stated)
i	-0.92	i	N#CC1=C(N)C(C#N)(C#N)C(c2cccnc2)C2COCC=C12 (configuration not stated)
i	0.15	i	N#CC1=C(N)SC(N)=C(C#N)C1c1cccc(Oc2ccccc2)c1
i	0.57	i	CCOc1ccc(CCNC(=O)c2cnccn2)cc1OCC
i	0.01	i	O=C(CNc1ccc(F)cc1)N/N=C1\CCCc2ccccc21
i	0.65	i	CCOC(=O)C(NC(=O)c1ccccc1)(OCC1(CC)COC1)C(F)(F)F (configuration not stated)
i	-1.4	i	O=C(c1cccc(NS(=O)(=O)c2ccccc2)c1)N1CCCCC1
i	-0.9	i	O=C(CN1C(=O)NC2(CCc3ccccc3C2)C1=O)Nc1ccc(F)cc1 (configuration not stated)
i	0.01	i	Cc1ccccc1COc1ccc(/C(O)=C2/C(=O)C(=O)N(CCCn3ccnc3)C2c2ccco2)cc1 (configuration not stated)
-5.2*	0.03	i	Cc1noc(C)c1C(=O)Nc1sc(C)c(-c2ccccc2)c1C#N
i	1.3	i	CCn1nc(C)c(CNC(=O)C2CCC(=O)N(CCc3ccc(OC)cc3)C2)c1C (configuration not stated)
i	-1.1	i	O=C1C(CCCNC(=S)NCc2ccccc2)NC(=S)N1Cc1ccccc1 (configuration not stated)
i	0.67	i	Cn1c(NC(=O)c2ccccc2C(F)(F)F)cc(=O)n(C)c1=O
i	-0.35	i	CC(Nc1cc(N2CCCC2)ccc1[N+](=O)[O-])c1ccccc1 (configuration not stated)
i	-0.32	i	Cc1ccccc1C(=O)NC1CCCN(Cc2ccccc2F)C1 (configuration not stated)
i	0.34	i	CCc1cccc2[nH]c3cc([N+](=O)[O-])ccc3c12
i	-0.43	i	O=C(O)CCc1ccc(S(=O)(=O)N2CCOCC2)cc1
-7.8*	-0.36	i	CC(=O)NC(Cc1cccc(F)c1)C(=O)NC1CCN(C(=O)c2cccc(C)c2)CC1 (configuration not stated)
i	2.8	i	CCCCC(=O)NC(Nc1sc2c(c1C(N)=O)CCCC2)(C(=O)OCC)C(F)(F)F (configuration not stated)
i	-1.9	-7*	O=C(COC(=O)C1(c2ccc(F)cc2)CCCC1)Nc1ncc(C(F)(F)F)cc1Cl
i	1.5	i	CCOC(=O)N1CCC(O)(c2cc(C)c(C)cc2C)CC1
i	-0.17	i	COc1ccc(-n2c(Cc3cccs3)nnc2SCC(=O)Nc2ccc3c(c2)OCCO3)cc1
i	1.4	i	CCOC(=O)c1ccc(CNC(=O)CSc2nc(NC(=O)c3ccccc3)c3c(C)c(C)oc3n2)cc1
i	0.39	i	CCc1nnc(NC(=O)CN2CCC(O)(c3ccccc3OC)CC2)s1

Following part.
CHT inh	Kir21 inh	KCNQ2 block	molecule
.	-0.2	i	CC(C)(C)c1ccc(/C=C/C(=O)N2CCCCC2)cc1
i	1.5	i	COCCn1c(SCC(=O)N2CCC(C)CC2)nc2c(c1=O)SCC2
i	-0.25	i	Cc1ccc(N2CC(C(=O)NC3=NCCS3)CC2=O)cc1 (configuration not stated)
i	-0.12	i	CCOC(=O)[C@@H]1[C@H]2COc3ccccc3[C@H]2N2C(=O)N(c3ccc(Cl)cc3)C(=O)[C@@]12C
i	1.7	i	COc1ccc(CCNC(=O)c2cc3c(=O)n4cccc(C)c4nc3n(CC3CCCO3)c2=N)cc1 (configuration not stated)
i	1.1	i	CCOC(=O)c1nc(-c2ccccc2)sc1C(C)=O
i	0.28	i	CCCn1c2ccccc2c2cnn(CC(=O)NC3CCCC(C)C3C)c(=O)c21 (configuration not stated)
i	0.65	i	CSCC[C@H](NC(=O)NCCC1=CCCCC1)C(=O)O
i	-1.3	i	CCOC(=O)C1=C(C)NC2=C(C(=O)OC2)C1c1ccccc1 (configuration not stated)
i	0.22	i	O=C1c2ccccc2S(=O)(=O)c2cc(N3CCN(c4ccccn4)CC3)ccc21
i	0.65	i	COc1ccc(CNC(=O)[C@@H](NC(=O)C2CCN(C(=O)[C@@H](N)Cc3ccccc3)CC2)C(C)C)cc1
i	-1.2	i	COC(=O)C1=C(C)NC(C)=C(C(=O)OC)C1C(=O)OCC(=O)N1c2ccccc2CC1C (configuration not stated)
i	-0.51	i	CC(C)c1ccc(-c2nnn(CC(=O)N3CCCCC3)n2)cc1
i	1.3	i	Cc1nc(-c2ccccc2)sc1C(=O)CSc1ccccc1
i	0.85	i	COc1cc2c(cc1OC)CN(CC(=O)Nc1cccc(C(F)(F)F)c1)CC2
i	0.96	i	CCOC(=O)c1cnn(-c2nc3c(C)cccc3s2)c1C(F)(F)F
i	-0.34	i	Nc1ccccc1C(=O)/C=C/c1ccc2c(c1)OCO2
i	-0.05	i	COCCNC(=O)CN(c1ccc(C)cc1)S(=O)(=O)c1ccc(SC)cc1
i	-0.81	i	COc1cc(C(=O)OCC(=O)NCCN2C(=O)CSC2=O)ccc1OCc1c(C)noc1C
i	-0.58	i	CCCn1cc2c(c1-c1ccc(C)cc1)c(=O)n(C)c(=O)n2C
i	-1.3	i	CCCNC(=O)Nc1ccc(C)cc1C
i	-0.32	i	COc1ccc(C(=O)COc2ccc(C)cc2NC(C)=O)cc1
-5*	0.04	i	Cc1cc(OC(C)C(=O)Nc2ccc(S(=O)(=O)Nc3onc(C)c3C)cc2)cc(C)c1Cl (configuration not stated)
i	0.37	i	O=C(COc1c(Br)cc(Br)c2cccnc12)Nc1ccccc1F
i	-0.2	i	Cn1c(=O)c2nc(-c3ccccc3)c(-c3ccccc3)nc2n(C)c1=O

Reprinted at random: 3 compounds from above
CHT inh	Kir21 inh	KCNQ2 block	molecule
i	0.65	i	CSCC[C@H](NC(=O)NCCC1=CCCCC1)C(=O)O
i	0.65	i	COc1ccc(CNC(=O)[C@@H](NC(=O)C2CCN(C(=O)[C@@H](N)Cc3ccccc3)CC2)C(C)C)cc1
.	-0.2	i	CC(C)(C)c1ccc(/C=C/C(=O)N2CCCCC2)cc1

Next part
CHT inh	Kir21 inh	KCNQ2 block	molecule
i	0.79	i	O=S(=O)(/N=C(/Nc1ccc(F)cc1F)c1ccccc1)c1ccc(Br)cc1
i	0.12	i	O=[N+]([O-])c1cccc(CNCc2ccccc2)c1
i	-1.3	i	O=S(=O)(NCCc1ccccc1)c1cccc2cccnc12
i	-0.61	i	CCC(C)(C)NC(=O)CCCSc1nc2ccccc2s1
i	-0.6	i	CCN1C(=O)/C(=C\c2ccc(-c3cccc(C(=O)OC)c3)o2)SC1=Nc1ccc(C(=O)O)cc1
i	0.16	i	CSCC[C@H](NC(=O)NC1CCCC1)C(=O)O
i	0.01	i	COc1cccc(C(=O)N2CCN(Cc3cn[nH]c3-c3ccc(F)cc3F)CC2)c1
i	1.9	i	CC(=O)N1CCC(C(=O)N2CCN(S(=O)(=O)c3cccs3)CC2)CC1
i	0.67	i	CC(C)NC(NC(=O)Cc1ccccc1)C(Cl)(Cl)Cl (configuration not stated)
i	1.9	i	Cc1cccc(N=C2NC(=O)C(CO)(CO)S2)c1
i	1.3	i	Cc1cc([N+](=O)[O-])nn1CC(=O)NNC(=S)Nc1ccc([N+](=O)[O-])cc1
i	-0.36	i	O=C1CCC(C(=O)Nc2nnc(C3CC3)s2)=NN1
i	0.01	i	COc1ccc(OCC(=O)Nc2ccc(N3CCOCC3)cc2)cc1
i	1	i	COc1ccccc1CNC(=O)C1CCC(CNC(=O)[C@@H]2Cc3ccccc3CN2)CC1 (some centres not stated)
i	-0.36	i	CCOC(=O)c1[nH]c2ccc(OC)cc2c1NC(=O)/C=C/c1ccc2c(c1)OCO2
i	-0.07	i	O=C1CC(N2CCN(c3ccc(Cl)c(Cl)c3)CC2)C(=O)N1 (configuration not stated)
i	-0.02	i	NC(=O)N1c2ccccc2CC(=O)c2ccccc21
i	-0.64	i	O=C1N[C@@H](Cc2cn(S(=O)(=O)c3c(F)c(F)c(F)c(F)c3F)c3ccccc23)C(=O)N[C@H]1Cc1ccccc1
i	-1.9	i	CNC(=O)NCC12CC3CC(CC(C3)C1)C2
i	-0.07	i	COc1cc(OC)cc(C(=O)NCC(=O)OC2CCOC2=O)c1 (configuration not stated)
i	0.2	i	CC(=O)Nc1ccc(S(=O)(=O)Nc2nc3ccccc3nc2N2CCCC2)cc1
i	-0.01	i	Cc1nn(C)c(C(=O)N/N=C/c2ccncc2)c1Cl
i	-1.5	i	COc1ccc(S(=O)(=O)NCC(c2ccc3c(c2)OCO3)N2CCOCC2)cc1C (configuration not stated)
i	2.4	i	CCOc1ccc(NC(=O)c2ccc3snnc3c2)cc1
i	0.01	i	O=C(Cn1c(-c2ccccc2)c[n+]2ccsc12)c1ccc([N+](=O)[O-])cc1

Records listed above that bear a hit mark in KCNQ2 block:
CHT inh	Kir21 inh	KCNQ2 block	molecule
i	-1.9	-7*	O=C(COC(=O)C1(c2ccc(F)cc2)CCCC1)Nc1ncc(C(F)(F)F)cc1Cl

Additional compounds follow:
CHT inh	Kir21 inh	KCNQ2 block	molecule
i	0.62	i	O=C(OCc1cnc(Cl)s1)c1cccc(Cl)c1Cl
i	-0.32	i	Cc1cc(C(=O)O)c(=O)[nH]c1C
i	-0.42	i	Oc1ccc(Cl)cc1/C=N/c1nccs1
i	0.74	i	CCNS(=O)(=O)c1ccc(C(=O)Nc2ccccc2)cc1
i	-2.9	i	COc1cc(C)nc(N2CCCC(C(=O)NCC(C)C)C2)n1 (configuration not stated)
i	-4.6*	i	Cc1ccsc1C(=O)C1CCCN(Cc2cccn2-c2ccc(Cl)cn2)C1 (configuration not stated)
i	1.3	i	COc1ccc(C(=O)N2CCN(S(=O)(=O)N3CCOCC3)CC2)cc1OC
i	0.2	i	COc1ccc2cc(CN(Cc3ccco3)C(c3nnnn3C3CCCCC3)C(C)C)c(=O)[nH]c2c1 (configuration not stated)
i	-0.41	i	CC(NC(=O)c1cccs1)c1ccccc1 (configuration not stated)
i	0.78	i	Brc1cccc(C=Nc2cccc3ncccc23)c1

3 of the compounds above, with two lines to a compound:
Every second line gives: CHT inh | Kir21 inh | KCNQ2 block
O=C(OCc1cnc(Cl)s1)c1cccc(Cl)c1Cl
 : i | 0.62 | i
Cc1cc(C(=O)O)c(=O)[nH]c1C
 : i | -0.32 | i
Oc1ccc(Cl)cc1/C=N/c1nccs1
 : i | -0.42 | i

Some values from the list:
`CC(C)(C)c1ccc(/C=C/C(=O)N2CCCCC2)cc1` in Kir21 inh is entered as -0.2
`CCN1C(=O)/C(=C\c2ccc(-c3cccc(C(=O)OC)c3)o2)SC1=Nc1ccc(C(=O)O)cc1` in Kir21 inh is entered as -0.6

Source: PubChem
